# Screening data (PubChem)
# N370S GC – qHTS Assay for Inhibitors and Activators of N370S glucocerebrosidase as a Potential Chaperone Treatment of Gaucher Disease; AID 2101, 2009; Potency, µM (series often up to 59.4 µM), for inactives: at the top dose activity change, negative = inhibition, most hits filed as inhibitors; 330,000 tested, 0.092% active; N370S GC spleen homogenate, 4MU-glucoside fluorescence; Lysosomal acid glucosylceramidase (Homo sapiens), P04062; active = well fitted inhibition curve with a large enough effect; inconclusive = small, poorly fitted or top-dose-only effect, or effect the other way, or another doubt; inactive = no such curve, though single readings can be large or run the other way;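 note: 0% = full enzyme activity and -100% = no enzyme basal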
# * marks the source's active call; other numbers are inactive results; ? = inconclusive; & = joins results of further samples; [ ] = dose if it differs, or a comment. Potency is the fitted concentration of half-maximal effect. Not all compounds are listed (hit frequency here may not be typical).
SMILES	N370S GC
COC(=O)c1ccc(C(NC(=O)OCc2ccccc2)/C(C)=C/[C@@H](C)C(=O)NCc2nc3ccccc3s2)cc1 (stereo partly specified)	18%
C=C(C)C(O)/C=C/c1ccc(OC)cc1 (stereo unspecified)	3%[12.8 µM]
O=c1c(O)c(-c2ccc(O)cc2)oc2cc(O)ccc12	-25%
O=[N+]([O-])c1ccccc1CCO	14%
O=c1c(O)c(-c2cccc(O)c2)oc2ccccc12	16%
N=C1Sc2ccccc2C2=NCCCN12	0%
COC(=O)[C@@]1(Cc2ccccc2)[C@H]2c3cc(C(=O)N(C)C)n(Cc4c(CO)[nH]cc(C)c4=O)c3C[C@H]2CN1C(=O)c1ccccc1	?
CC(C)=CCC/C(C)=C/CO/N=C1/[C@H]2O[C@@H]2[C@@H](O)[C@H]2[C@H]1CCn1c(=O)n(C)c(=O)n12	-3%[12.8 µM]
C=CCOC(=O)NC(c1ccc(F)c(F)c1)S(=O)(=O)c1ccc(Cl)cc1 (stereo unspecified)	12%
C=CCOC(=O)N[C@@H](c1ccccc1)[C@@H](C)[N+](=O)[O-]	-2%
COc1ccc(C2=Nn3c(nnc3-c3ccc(OC)cc3OC)SC2)cc1	0%
C=CCOC(=O)C(C(C)=O)C(NC(=O)OC)c1ccco1 (stereo unspecified)	1%[12.8 µM]
CC(C)S	9%
COc1ccccc1-c1cc(=O)c2cc(O)ccc2o1	0%
O=NO	-8%&-3%
O=S1(=O)c2ccccc2N=NN1Cc1cc(Cl)cc(Cl)c1	4%
CCCn1c(C)nc2c(NCCN3CCCC3)nc(C)nc21	-13%
C=C(CC1([C@@H](NP(=O)(c2ccccc2)c2ccccc2)[C@H]2C[C@@H]2CCN(C(=O)OCC)S(=O)(=O)c2ccc(C)cc2)CC1)c1ccccc1	-9%
C=CC1=C2C=C(C3CC3)N(C3CCCC3)C=C2C(=O)C(C)(OC(=O)c2ccco2)C1=O (stereo unspecified)	-1%[12.8 µM]
COc1cccc([C@@H]2Oc3ccc(OC)cc3C(=O)[C@H]2OC(=O)NS(=O)(=O)c2ccc(C)cc2)c1	1%
CCCCC/C=C\C/C=C\C/C=C\CCCCCCC(=O)O[C@H](COCCCCCCCCCCCCCCCC)COP(=O)([O-])OCC[N+](C)(C)C	1%
COc1ccccc1/C=C\C(=O)OC[C@@H]1CCCN2CCCC[C@H]12	-16%
C=CCN1c2ccccc2[C@]23C[C@@H](C(=O)OC)N(S(=O)(=O)c4ccc(C)cc4)C2=NC(C(=O)OC)=C(C(=O)OC)[C@H]13	13%[12.8 µM]
Nc1nc(Cl)nc2c1ncn2[C@@H]1O[C@H](COP(=O)(O)OP(=O)(O)OP(=O)(O)O)[C@H](O)[C@H]1O	1%
C=C(C)C(O)/C=C/CCCCCCC (stereo unspecified)	12%[12.8 µM]
COC(=O)N1[C@H](C)C=C[C@]1(Cc1ccccc1)C(=O)NCc1ccc(C)o1	-10%
C[C@]1(C(=O)NCC2CC2)C=C[C@@H](Cc2ccccc2)N1C(=O)c1ccccc1	-6%
CCC1=C(OC(=O)N(CC)CC)N2C(=O)OC(=NCCOC)[C@]2(C)[C@H]2C1=CC[C@H]1C(=O)N(C)C(=O)[C@H]12	-8%
CCN1C(=O)[C@H]2[C@H]3[C@H](O)[C@H](O)C/C(=N/NC(=O)OCc4ccc(OC)cc4)[C@H]3CC[C@@H]2C1=O	6%[12.8 µM]
C[Si](C)(C)Cl	9%
CCCC[C@@H]1C[C@H]1[C@@H](NP(=O)(c1ccccc1)c1ccccc1)c1ccccc1OC	?
CCCCOC(OCCCC)[C@H](O)CSc1ccc2ccccc2c1	0%[12.8 µM]
COC(=O)CC1c2ccccc2C(Cc2ccc(OC)cc2)C(C)N1C(=O)OC (stereo unspecified)	-9%[12.8 µM]
C[C@@H](O)CCC[C@H](O)/C=C/[C@@H]1[C@@H](C/C=C\CCCC(=O)O)[C@@H](O)C[C@H]1O	3%
COc1cccc(-c2nnc3n2N=C(c2c(OC)cccc2OC)CS3)c1	-4%
COc1cccc([C@@H]2Oc3ccc(OC)cc3/C(=N/OC[C@@H](C)[C@H](OCc3ccccc3)C(C)C)[C@@H]2O)c1	7%[12.8 µM]
O=C1[C@@H]2[C@H]3[C@H](O)[C@H](O)C/C(=N/OC[C@@H](O)COCc4ccco4)[C@@H]3CC[C@H]2C(=O)N1c1ccc(F)cc1F	-4%[12.8 µM]
COCCNc1nc(C)nc2c1nc(-c1ccccc1)n2CC1CCN(C)CC1	-9%
CC(C)(C)N1C(=O)[C@H]2[C@H]3[C@H](O)[C@H](O)C/C(=N/NC(=O)OCc4ccccc4)[C@H]3CC[C@@H]2C1=O	-4%[12.8 µM]
CCCCC[C@H](O)/C=C/C=C/C/C=C\CCCC(=O)O	1%
C=C(C(C)=O)C(O)c1ccc([N+](=O)[O-])cc1 (stereo unspecified)	-2%
COC(=O)[C@@]1(Cc2ccc(OC)cc2)[C@H]2c3cc(C(=O)N(C)C)n(Cc4ccc(C)o4)c3C[C@H]2CN1C(=O)c1ccccc1	7%
COC(=O)[C@@]1(Cc2ccc(OC)cc2)[C@H]2c3cc(C(=O)N(C)C)n(Cc4ccc(C)c(F)c4F)c3C[C@H]2CN1C(=O)c1ccccc1	-8%
C1CCOC1	-2%
O=c1c(O)c(-c2ccc(O)cc2)oc2ccc(O)cc12	?
CCOC(=O)CCCNC(=O)N1CCc2nc(-c3ccccc3)c3c(c2C1)CO[C@@H](C)C3	-9%[12.8 µM]
COc1ccc(NC(=O)N2CCc3nc(-c4ccccc4)c4c(c3C2)CO[C@@H](C)C4)cc1	1%[12.8 µM]
c1ccc(-c2nc(-c3cccc4ccccc34)c(NC3CCCCC3)o2)cc1	14%
COC(=O)C1=C(C(=O)OC)[C@@H]2Nc3ccccc3[C@@]23C[C@@H](C(=O)OC)N(S(=O)(=O)c2ccc(OC)cc2)C3=N1	-3%[12.8 µM]
COC(=O)C1=C2N(Cc3ccccc3)C(C)=C(C(=O)OC)C(c3ccccc3)N2C(=O)[C@](O)(C(=O)OC)C1 (stereo partly specified)	-22%&-4%[12.8 µM]
CC1(O)C(=O)C=C2C=C(c3ccc(C#N)cc3)OC=C2C1=O (stereo unspecified)	-7%
COc1ccc2c(c1)O[C@@H](c1cccc(C(F)(F)F)c1)[C@H](OC(=O)NCc1ccco1)C2=O	-7%
CCCCS(=O)(=O)N1CCc2nc(COc3ccccc3)c3c(c2C1)CO[C@@H](C)C3	5%[12.8 µM]
COC(=O)[C@@]1(Cc2ccc(OC)cc2)[C@H]2c3cc(C(=O)N(C)C)n(Cc4ccc(Cl)c(C(F)(F)F)c4)c3C[C@H]2CN1C(=O)c1ccccc1	5%
COC(=O)c1ccc(C(NC(=O)OCc2ccccc2)/C(C)=C/[C@@H](C)C(=O)NCc2cccnc2)cc1 (stereo partly specified)	-9%
Nc1cccc(N)c1	-6%
COc1ccc(COC(=O)N/N=C2/C[C@@H](O)[C@@H](O)[C@@H]3[C@H]4C(=O)N(c5ccc(F)cc5F)C(=O)[C@@H]4CC[C@@H]23)cc1	-7%[12.8 µM]
COC(=O)[C@@]1(Cc2ccc(F)cc2)[C@H]2c3cc(C(=O)N(C)C)n(Cc4ccc(Cl)c(C(F)(F)F)c4)c3C[C@H]2CN1C(=O)c1ccccc1	3%
O=C(Oc1ccccc1)C1O[C@@H]1c1ccccc1 (stereo partly specified)	3%
C=C/C(=C\C)C[C@@H](CC(=O)N[C@@H](CCC(=O)O)CC(=O)O)NC(=O)[C@@H]1CNCC[C@H]1NC(=O)C[C@@H](NC(=O)C[C@H](Cc1ccccc1)NC(=O)[C@@H]1CCCC[C@H]1N)C(C)C	-8%

# Next part:
SMILES | N370S GC
C=CCOC(=O)N[C@@H](CCc1ccccc1)C(C(C)=O)C(C)=O | -4%
C/C=C/c1ccc2oc(-c3ccc(O)cc3)c(C)c2c1 | 6%
CCC/C=C(\CCC)C(NS(=O)(=O)c1ccccc1)c1ccc(C(F)(F)F)cc1 (stereo unspecified) | 6%
COC(=O)C/C=C\[C@@H](C)[C@@H](/C=N\OC[C@@H](O)[C@H]1O[C@H]2OC(C)(C)O[C@H]2[C@@H]1O)OC | 0%[12.8 µM]
COC(=O)[C@H]1C[C@@H]1[C@H](NC(=O)c1cc(C)nn1C)c1ccccc1 | 0%
O=C(N[C@@H](c1ccccc1)[C@@H]1C[C@H]1C(=O)NCc1ccccc1)OCc1ccccc1 | 11%
O=c1cc(-c2ccccc2O)oc2c1ccc1ccccc12 | -9%
CC(C)(C)Nc1oc(-c2ccccc2)nc1-c1ccccc1 | -11%
Cc1cc(O)c(C)c2c1CC[C@H]1[C@H](C)C(=O)O[C@H]21 | -5%
CC(=O)N1C2(C=CC1(C)C(=O)NCc1ccc(C)o1)CCCCC2 (stereo unspecified) | 9%
CCCCC/C=C\C[C@@H]1O[C@H]1C(O)/C=C\C/C=C\CCCC(=O)O (stereo partly specified) | -18%
COC(=O)C1=C(C)[C@@H](O)[C@@H](C)[C@H](c2c(OC)c(OC)c(C)c(OC)c2OC)O1 | 8%[12.8 µM]
C=C(C(C)=O)C(O)c1ccco1 (stereo unspecified) | 12%
CCN1C(=O)[C@H]2[C@H]3[C@H](O)[C@H](O)C/C(=N/OCc4ccccc4)[C@H]3CC[C@@H]2C1=O | -22%[12.8 µM]
Cc1ccc(CNC(=O)[C@H](C)[C@@H]2C[C@@]2(C)[C@@H](NC(=O)OCc2ccccc2)c2ccccc2)o1 | -16%
CC1CCC(C(=O)O)NC1c1cccc(N2CCCC2=O)c1 (stereo unspecified) | 9%[12.8 µM]
COc1cc2c(cc1OC)[C@H](C)N(CC1C(=O)O[C@@H]3C[C@@]4(C)CCC[C@H](C)[C@@]45OC5[C@H]13)CC2 (stereo partly specified) | -4%
Cc1ccc2ccccc2c1[N+](=O)[O-] | 1%
CC(C)C[C@@H](CC(=O)N[C@@H](CCC(=O)O)CC(=O)O)NC(=O)[C@@H]1CNCC[C@H]1NC(=O)C[C@H](CCCN)NC(=O)C[C@H](Cc1c[nH]c2ccccc12)NC(=O)[C@@H]1CNCC[C@H]1N | -6%
CC(=O)OC[C@@H]1O[C@H](C/C=N\O[C@@H](C)c2cc(-c3c(C)cc(C)cc3C)no2)C=C[C@@H]1OC(C)=O | -4%[12.8 µM]
CC(=O)OC[C@@H]1O[C@@H](O/N=C2/C[C@@H](O)[C@@H](O)[C@@H]3[C@@H]4C(=O)N(C5CCCCC5)C(=O)[C@H]4CC[C@@H]23)[C@H](OC(C)=O)[C@H](OC(C)=O)[C@@H]1OC(C)=O | -5%[12.8 µM]
NCC1OC(O[C@@H]2[C@H](O)[C@@H](OC3C(O)C(N)CC(N)C3OC3OC(CO)C(O)C(O)C3N)O[C@@H]2CO)C(N)C(O)C1O (stereo partly specified) | -1%
CCCn1c(-c2ccc(F)cc2)nc2c(N3CCN(CCC(=O)OCC)CC3)nc(C)nc21 | -4%
C=C(CC(=O)OC)C[C@]1(CC(=O)OC)CC2(CC=C(C)C)C(=O)C(C(=O)c3ccccc3)=C(OC(=O)c3ccc(Br)cc3)C(CC=C(C)C)(C1)C2=O (stereo partly specified) | -2%[12.8 µM]
COC(=O)c1ccc(C(NC(=O)c2ccco2)[C@]2(C)C[C@H]2C2CCCCC2)cc1 (stereo partly specified) | 7%
CCCCS(=O)(=O)N1CCc2nc(-c3ccc(OC)cc3C)c3c(c2C1)CO[C@@H](c1ccccc1)C3 | -26%[12.8 µM]
CC[C@]12CCCN3CCc4c(n(c5ccccc45)C(=O)C1)[C@H]32 | 12%
c1ccsc1 | -1%
C=C(C)C(=O)c1cccs1 | -6%
CC(C)(C)OC(=O)NCCCC1=CC2=CC(=O)C(C)(OC(=O)c3ccc(Cl)nc3)C(=O)C2=CO1 (stereo unspecified) | 15%
CO[C@H]1COC(=O)C/C=C\[C@H](C)COC(=O)[C@@H](C)NC(=O)C/C=C\[C@@H]1C | -8%[12.8 µM]
O=C1[C@H]2[C@H]3[C@H](O)[C@H](O)C/C(=N/OC[C@@H](O)COCc4ccco4)[C@@H]3CC[C@@H]2C(=O)N1C[C@@H]1CCCO1 | -4%[12.8 µM]
CO/N=C\[C@@H](C)[C@H](OCc1ccccc1)C(C)C | 8%[12.8 µM]
Oc1ccc(O)c2c(O)cccc12 | -3%
CC(Nc1oc(-c2ccccc2)nc1-c1ccccc1)c1ccccc1 (stereo unspecified) | -7%&-4%

# Compounds shown so far with a furan ring, fused or not (12):
SMILES | N370S GC
C=CCOC(=O)C(C(C)=O)C(NC(=O)OC)c1ccco1 (stereo unspecified) | 1%[12.8 µM]
C=CC1=C2C=C(C3CC3)N(C3CCCC3)C=C2C(=O)C(C)(OC(=O)c2ccco2)C1=O (stereo unspecified) | -1%[12.8 µM]
COC(=O)N1[C@H](C)C=C[C@]1(Cc1ccccc1)C(=O)NCc1ccc(C)o1 | -10%
O=C1[C@@H]2[C@H]3[C@H](O)[C@H](O)C/C(=N/OC[C@@H](O)COCc4ccco4)[C@@H]3CC[C@H]2C(=O)N1c1ccc(F)cc1F | -4%[12.8 µM]
COC(=O)[C@@]1(Cc2ccc(OC)cc2)[C@H]2c3cc(C(=O)N(C)C)n(Cc4ccc(C)o4)c3C[C@H]2CN1C(=O)c1ccccc1 | 7%
COc1ccc2c(c1)O[C@@H](c1cccc(C(F)(F)F)c1)[C@H](OC(=O)NCc1ccco1)C2=O | -7%
C/C=C/c1ccc2oc(-c3ccc(O)cc3)c(C)c2c1 | 6%
CC(=O)N1C2(C=CC1(C)C(=O)NCc1ccc(C)o1)CCCCC2 (stereo unspecified) | 9%
C=C(C(C)=O)C(O)c1ccco1 (stereo unspecified) | 12%
Cc1ccc(CNC(=O)[C@H](C)[C@@H]2C[C@@]2(C)[C@@H](NC(=O)OCc2ccccc2)c2ccccc2)o1 | -16%
COC(=O)c1ccc(C(NC(=O)c2ccco2)[C@]2(C)C[C@H]2C2CCCCC2)cc1 (stereo partly specified) | 7%
O=C1[C@H]2[C@H]3[C@H](O)[C@H](O)C/C(=N/OC[C@@H](O)COCc4ccco4)[C@@H]3CC[C@@H]2C(=O)N1C[C@@H]1CCCO1 | -4%[12.8 µM]
